CIT2 TOR yeast – modulators of CIT2-GFP expression in yeast, primary screen, S. cerevisiae, GFP fusion, multiplex flow cytometry, MLPCN library. S. cerevisiae CIT2-GFP strain, 3 h; 100 means same as DMSO wells. GFP response vs DMSO, % at 10 µM. 320,000 compounds, 0.065% hits;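 active means GFP response relative to DMSO above a set limit, near the screen mean plus 3 SD, cut at about 150% in these data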;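 further: ratio of well median GFP fluorescence to mean of DMSO wells on the plate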
AGP1 TOR yeast – modulators of AGP1-GFP expression in yeast TOR pathway, primary screen, cell-based, multiplex flow cytometry, S. cerevisiae, MLPCN library; 320,000 compounds, 0.02% hits; 3 h; GFP as percent of DMSO wells; AID 2066, 2009; GFP response vs DMSO, % at 10 µM;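 active means GFP response relative to DMSO above a set limit, near screen average plus 3 SD, cut at about 150% in these data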;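 further: median GFP channel fluorescence of the gated AGP1 strain per well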
Bcl-xL primary – inhibitors of human Bcl-xL, primary screen, biochemical, fluorescence polarization, HTS; 320,000 compounds, 0.7% hits; AID 2129, 2009; GST-Bcl-xL / FITC-Bim BH3 peptide fluorescence polarization; Bcl-2-like protein 1 (Homo sapiens), Q07817; inhibition, % at 10.9 µM;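 active means inhibition above the mean of all tested compounds plus 3 SD, cutoff set per campaign, cut at about 30% in these data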;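 further: 0% = DMSO wells and 100% = unlabeled Bim-BH3 peptide competitor; inhibitors lower millipolarization by displacing the labeled peptide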
VLA-4 inh – inhibition in human VLA-4 binding assay, primary screen, VLA-4 allosteric modulator project, MLPCN library, flow cytometry, VLA-4 expressing cells. Integrin alpha-4 (Homo sapiens), P13612. ligand binding flow cytometry. inhibition, % (about 7 µM as worked out from the volumes in the protocol). 330,000 compounds, 0.2% hits; in the data active means inhibition above about 50%
Fam108B inh – mouse Fam108B serine hydrolase inhibitors, primary screen, counter-screen for RBBP9 inhibitor project, biochemical, fluorescence polarization; recombinant Fam108B, FP-Rh probe fluorescence polarization; inhibition, % at 9.51 µM; 300,000 compounds, 0.33% hits;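 active means inhibition above the screen mean inhibition plus 3 SD, computed separately per campaign, cut at about 18% in these data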;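 further: inhibitors lower polarization as less probe binds the enzyme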
GRK2 aptamer HTS – compounds blocking aptamer binding on GRK2 – biochemical, human GRK2, bead flow cytometry, HTS, primary screen. FAM-aptamer displacement from GRK2. inhibition of aptamer binding, % at 10 µM. 330,000 compounds, 0.59% hits;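 active means inhibition of aptamer binding above 40%, roughly 3 SD of noise, on plates passing a quality check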;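 further: median bead fluorescence of bound FAM aptamer so fluorescent compounds give negative values; no value below 0 was filed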
Target sequence (P25098 whole entry, looked up): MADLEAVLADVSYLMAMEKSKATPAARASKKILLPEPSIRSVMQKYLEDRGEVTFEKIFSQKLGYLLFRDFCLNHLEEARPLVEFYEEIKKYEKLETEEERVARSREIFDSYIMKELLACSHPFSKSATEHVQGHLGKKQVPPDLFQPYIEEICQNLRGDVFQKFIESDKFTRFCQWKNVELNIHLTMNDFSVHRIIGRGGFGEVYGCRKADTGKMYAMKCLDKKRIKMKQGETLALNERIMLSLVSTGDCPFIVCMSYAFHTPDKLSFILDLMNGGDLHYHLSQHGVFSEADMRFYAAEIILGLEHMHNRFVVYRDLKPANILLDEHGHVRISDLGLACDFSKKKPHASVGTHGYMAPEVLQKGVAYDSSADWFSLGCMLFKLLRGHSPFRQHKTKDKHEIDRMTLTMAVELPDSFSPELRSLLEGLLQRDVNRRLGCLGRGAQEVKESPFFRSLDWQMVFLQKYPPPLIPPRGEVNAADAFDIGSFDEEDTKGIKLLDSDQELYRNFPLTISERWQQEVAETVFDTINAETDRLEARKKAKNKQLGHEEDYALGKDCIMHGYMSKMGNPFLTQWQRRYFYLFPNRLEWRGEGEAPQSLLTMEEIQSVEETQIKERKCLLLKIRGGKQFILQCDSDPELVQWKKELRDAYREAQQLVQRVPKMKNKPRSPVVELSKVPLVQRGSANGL
GLD-1 RNA inh – GLD-1/TGE RNA complex disruptors, primary screen, biochemical, fluorescence polarization; Female germline-specific tumor suppressor gld-1 (Caenorhabditis elegans), Q17339; purified GLD-1 + fluorescein TGE RNA; inhibition, % at 5.96 µM; 320,000 compounds, 0.44% hits;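 active means percent inhibition above a per-plate cutoff, the plate mean of test compounds plus 3 SD, cut at about 30% in these data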;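 further: 0% = DMSO wells with GLD-1 and probe and 100% = wells lacking GLD-1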
MEX-5 binding – MEX-5 zinc finger RNA-binding disruptors – biochemical, C. elegans, fluorescence polarization, MLPCN library, primary screen; AID 1832, 2009; activity score (negative = inhibition of binding), % at 10 µM; Zinc finger protein mex-5 (Caenorhabditis elegans), Q9XUB2; MEX-5/FITC-TCR2 RNA binding; stronger effect = lower value; 300,000 compounds, 0.38% hits;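 active means inhibition past about -25% in most replicates, and total fluorescence under double the plate's negative control median, limit read from the data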;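 further: 0% = DMSO and -100% = 5 µM competing unlabeled TCR2 RNA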
MCL1 BIM primary – inhibitors of MCL1 binding to BIM-BH3, primary screen, biochemical, fluorescence polarization | GST-MCL1 / FITC-Bim-BH3 fluorescence polarization | Induced myeloid leukemia cell differentiation protein Mcl-1 (Homo sapiens), Q07820 | inhibition, % at 10.9 µM | 320,000 compounds, 0.68% hits;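 active means inhibition above the mean inhibition of all tested compounds plus 3 SD, set per campaign, cut at about 40% in these data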;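 further: 0% = DMSO wells and 100% = unlabeled Bim-BH3 peptide control; higher means more loss of mP so more displacement of Bim peptide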
Target sequence (Q07820 whole entry, looked up): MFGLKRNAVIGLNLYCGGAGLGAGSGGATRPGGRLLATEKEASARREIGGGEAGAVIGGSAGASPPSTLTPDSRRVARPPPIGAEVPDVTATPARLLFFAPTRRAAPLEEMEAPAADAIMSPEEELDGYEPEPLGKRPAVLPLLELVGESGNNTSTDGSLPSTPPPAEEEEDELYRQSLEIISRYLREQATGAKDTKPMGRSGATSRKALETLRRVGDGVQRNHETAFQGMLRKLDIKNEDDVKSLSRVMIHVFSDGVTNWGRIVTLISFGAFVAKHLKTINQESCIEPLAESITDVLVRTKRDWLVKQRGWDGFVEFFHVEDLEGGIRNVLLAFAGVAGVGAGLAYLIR
Active calls of the source: *; . = no result given.

SMILES	CIT2 TOR yeast	AGP1 TOR yeast	Bcl-xL primary	VLA-4 inh	Fam108B inh	GRK2 aptamer HTS	GLD-1 RNA inh	MEX-5 binding	MCL1 BIM primary
CC(NC(=S)NCCN1CCOCC1)C12CC3CC(CC(C3)C1)C2 (centres undefined)	103	97	5	23	-6	0	7	-2.2	8
COc1cccc(NC(=O)CN(C)C(C)C(=O)Nc2cc([N+](=O)[O-])ccc2Cl)c1 (centres undefined)	102	106	3	-2	-2	3	1	1.9	-1
Cc1ccc(-c2ccc(=O)n(CC(=O)NCCN(C)C)n2)cc1	99	97	9	9	3	2	6	-1.8	1
COc1c2ccoc2nc2c(OC)c(OC[C@@H](O)C(C)(C)O)ccc12	86	91	14	9	0	6	1	.	1
O=C(NCCO)c1cccc2c1C(=O)c1ccccc1-2	96	100	5	-24	11	0	-4	0.4	5
Cc1ccccc1CN(c1ccc(C(=O)NCCC2=CCCCC2)cc1)S(C)(=O)=O	89	104	6	15	-6	0	1	-0.4	3
O=C(NCCCNC(=O)c1ccccn1)c1ccc(F)cc1	102	98	1	-3	-1	0	7	-2.2	-5
COc1cc(/C=N/n2c(C)nc3ccccc3c2=O)cc(OC)c1O	107	99	6	7	5	4	2	0.9	1
Cc1ccccc1NC(=O)Cc1nc(CCl)cs1	89	88	0	32	2	18	-1	-0.7	5
O=C(O)c1cccc(CSc2nnc(-c3ccc(Cl)cc3)o2)c1	100	92	-1	-5	-1	0	-1	-4.6	3
CCN1C/C(=N\S(=O)(=O)/N=C2\CN(CC)C(=O)N2CC)N(CC)C1=O	105	103	0	4	-4	1	8	-2.9	5
CCCCOC(=O)Nc1ccc(C(=O)OC)cc1	81	102	-1	3	1	0	5	1.7	-2
COc1cc(C(=O)NCc2ccc3c(c2)OCO3)ccc1OCc1c(C)noc1C	95	98	-4	2	4	1	8	0.3	-12
CC(C)(C)OC(=O)NCC(=O)N1CCC(C(=O)O)CC1	103	105	1	18	1	0	11	-0.5	2
CCOC(=O)c1ccc(CNCc2ccc(C)cc2)cc1	118	113	4	8	1	0	3	1.6	4
CCN(CCCNC(=O)CC1Oc2ccc(C)cc2NC1=O)Cc1ccccc1 (centres undefined)	100	101	1	28	-3	3	2	0.5	6
O=C(CSc1nc2ccccc2s1)Nc1cc(C(=O)O)cc(C(=O)O)c1	98	101	11	44	-5	1	4	-0.1	-7
C[C@H](CO)N1C[C@H](C)[C@@H](CN(C)Cc2ccc(C(=O)O)cc2)Oc2c(NS(=O)(=O)c3cn(C)cn3)cccc2C1=O	87	90	.	2	.	0	3	.	.
Cc1cc(=O)c2ccc(Cl)cc2[nH]1	66	75	1	6	-1	1	9	1.0	5
Cn1cccc1/C=N/N1CCN(Cc2ccccc2)CC1	104	112	-2	13	1	4	3	-1.2	-8
Cc1cc(CN2CCCC(CNC(=O)c3ccc(F)cc3)C2)cc(C)c1O (centres undefined)	81	89	6	20	0	0	2	1.9	4
COc1ccccc1N1CCN(C2CCCCC2NS(=O)(=O)c2ccc(Cl)cc2)CC1 (centres undefined)	96	95	-1	1	7	2	10	0.6	-7
CCOc1ccc(N2CC(C(=O)Nc3nnc(SCCOC)s3)CC2=O)cc1 (centres undefined)	94	90	4	-5	0	4	1	1.9	7
COC(=O)c1sccc1NC(=O)c1cc(-c2ccc(C)cc2)nc2ccccc12	95	96	2	18	-2	1	1	-2.1	-1
COc1ccc2cc3c(N)nn(C(=O)Cc4ccccc4OC)c3nc2c1	99	99	9	40	1	4	-1	0.2	3
CCn1ccnc1CNCc1ccc(OCC(O)CN(C)Cc2ccccc2)cc1 (centres undefined)	100	102	2	-1	-1	0	11	3.2	2
Cc1onc(-c2ccccc2Cl)c1C(=O)NCc1ccc(N2CCCC2=O)cc1	98	103	4	-2	-2	0	-8	-2.3	-6
COC(=O)Cn1c(C)nc2c(sc3nc(C)cc(C)c32)c1=O	96	94	1	-6	5	1	6	-1.1	2
CN(CC(=O)N1CCC(C(N)=O)CC1)S(=O)(=O)c1ccc2ccccc2c1	107	98	2	-5	0	0	-6	1.6	-11
CC(=O)CC(=O)Nc1ccc(Cl)cn1	102	102	4	21	1	0	3	-1.8	7

Reformatted as comma-separated lines: part of the list above.
SMILES,CIT2 TOR yeast,AGP1 TOR yeast,Bcl-xL primary,VLA-4 inh,Fam108B inh,GRK2 aptamer HTS,GLD-1 RNA inh,MEX-5 binding,MCL1 BIM primary
CC(NC(=S)NCCN1CCOCC1)C12CC3CC(CC(C3)C1)C2 (centres undefined),103,97,5,23,-6,0,7,-2.2,8
COc1cccc(NC(=O)CN(C)C(C)C(=O)Nc2cc([N+](=O)[O-])ccc2Cl)c1 (centres undefined),102,106,3,-2,-2,3,1,1.9,-1
Cc1ccc(-c2ccc(=O)n(CC(=O)NCCN(C)C)n2)cc1,99,97,9,9,3,2,6,-1.8,1
COc1c2ccoc2nc2c(OC)c(OC[C@@H](O)C(C)(C)O)ccc12,86,91,14,9,0,6,1,.,1
O=C(NCCO)c1cccc2c1C(=O)c1ccccc1-2,96,100,5,-24,11,0,-4,0.4,5
Cc1ccccc1CN(c1ccc(C(=O)NCCC2=CCCCC2)cc1)S(C)(=O)=O,89,104,6,15,-6,0,1,-0.4,3
O=C(NCCCNC(=O)c1ccccn1)c1ccc(F)cc1,102,98,1,-3,-1,0,7,-2.2,-5
COc1cc(/C=N/n2c(C)nc3ccccc3c2=O)cc(OC)c1O,107,99,6,7,5,4,2,0.9,1
Cc1ccccc1NC(=O)Cc1nc(CCl)cs1,89,88,0,32,2,18,-1,-0.7,5
O=C(O)c1cccc(CSc2nnc(-c3ccc(Cl)cc3)o2)c1,100,92,-1,-5,-1,0,-1,-4.6,3
CCN1C/C(=N\S(=O)(=O)/N=C2\CN(CC)C(=O)N2CC)N(CC)C1=O,105,103,0,4,-4,1,8,-2.9,5
CCCCOC(=O)Nc1ccc(C(=O)OC)cc1,81,102,-1,3,1,0,5,1.7,-2

(more compounds)
SMILES	CIT2 TOR yeast	AGP1 TOR yeast	Bcl-xL primary	VLA-4 inh	Fam108B inh	GRK2 aptamer HTS	GLD-1 RNA inh	MEX-5 binding	MCL1 BIM primary
O=C(CSc1ncn[nH]1)c1ccco1	88	94	2	-8	-2	0	3	0.8	1
CCOC(=O)C(=O)Nc1cc(Cl)ccc1C	106	95	-1	-32	0	0	3	0.6	-3
CCOC(=O)Nc1ccc(C(=O)c2ccncc2)cc1	97	92	7	15	2	1	-3	-2.0	5
O=C(Nc1ccccc1Cl)c1cc(=O)c2ccccc2o1	91	80	5	-1	5	2	3	-0.7	7
Cc1ccc(-c2nnn(Cc3nc4ccccc4s3)n2)cc1	97	101	4	-5	-4	0	9	-2.3	-2
COCCn1nnnc1CN1CCN(c2cccc(C(F)(F)F)c2)CC1	103	106	0	13	7	0	-3	-1.0	6
N#C/C(=C\c1ccc(-c2ccc([N+](=O)[O-])cc2Br)o1)C(=O)N1CCN(c2ccccc2)CC1	107	107	-6	-37	2	3	-2	1.7	-10
C/C(=N\NC(=O)c1cccnc1)c1ccc(-n2ccnc2)cc1	94	95	4	3	0	2	8	1.6	-2
COc1ccc(N=C2S/C(=C\c3ccco3)C(=O)N2CC(C)C)cc1	110	108	1	-3	2	24	6	2.9	1
COc1ccc(OC)c(S(=O)(=O)N2CCN(CC(O)CN3CCOCC3)CC2)c1 (centres undefined)	101	110	6	15	.	0	-3	.	8
COc1ccc(C(C)=NNc2ccc([N+](=O)[O-])cc2S(=O)(=O)Nc2ccccc2C(=O)O)c(OC)c1	105	109	.	-1	.	0	1	.	.
COc1ccc(NC(=O)CSc2nnnn2C2CC2)cc1S(=O)(=O)N1CCOCC1	100	101	-3	12	.	3	3	.	0
O=[N+]([O-])c1cccc(-c2nnnn2-c2cccc(F)c2)c1	107	112	0	14	1	0	6	.	-2
CC/C(O)=C(\C#N)c1nnc2n1CCCCC2	102	113	0	8	1	2	1	0.4	0
O=C(CSc1cc(Cl)ccc1Cl)NC1CC1	93	109	0	-3	.	3	-2	.	-1
CCc1nnc(NC(=O)C2Cc3ccccc3CN2S(=O)(=O)c2ccc(C)cc2)s1 (centres undefined)	90	91	-2	-5	-8	4	-4	-0.3	-1
CCCCN(C)C(=O)c1oc2ccc(S(=O)(=O)N3CCCCCC3)cc2c1C	101	109	-1	-1	3	1	-1	-2.1	-3
CCc1cc(CNC(=O)CCc2nnc(CCCc3ccccc3)o2)on1	99	109	6	4	3	6	-1	1.2	4
O=C(COc1ccc2c3c(c(=O)oc2c1)CCCC3)NCCCN1CCCC1=O	97	96	3	3	-1	1	-2	0.7	3
CC(=O)c1cc2c(cc1NC(=O)Cc1ccsc1)OCO2	94	99	4	12	.	8	-5	.	-3
N#Cc1cccnc1Oc1ccccc1	101	106	2	-2	-2	0	9	-1.1	8
O=C(Cc1ccc(Cl)cc1Cl)Nc1ccncc1Cl	82	75	3	-4	8	0	-1	-1.0	3
c1csc(-c2cc(N3CCCCC3)c3ccccc3n2)c1	91	106	-4	-2	-1	0	6	2.5	1
O=C(NCCCCCCNC(=O)NCc1ccco1)NCc1ccco1	102	101	4	-17	-4	8	2	0.3	10
Cc1ccc2c(c1)N(CCC(=O)NCCCN1CCCC1)C(=O)C(C)O2 (centres undefined)	82	93	3	-2	1	0	1	-1.6	9
O=C(CCCC(=O)OCC(=O)NC1CCCC1)Nc1ccccn1	99	104	6	-26	4	0	-10	0.4	1
Cc1nc2ccccn2c1C(=O)NC1CCCc2ccccc21 (centres undefined)	96	90	6	-14	-2	0	9	-0.1	7
COc1ccc(/C(O)=C2\C(=O)C(=O)N(CCN(C)C)C2c2cccc(OC)c2OC)cc1Cl (centres undefined)	98	100	2	6	1	0	-8	1.9	1
COc1cc(NS(=O)(=O)c2c(C)[nH]c(C)c2C(=O)N2CCCCC2)cc(OC)c1OC	97	95	0	2	3	2	-4	0.1	-7
Cc1cc(C)c(S(=O)(=O)NCc2cn3ccccc3n2)c(C)c1	104	111	1	-3	2	0	-2	0.9	0

Some values from the list:
CN(CC(=O)N1CCC(C(N)=O)CC1)S(=O)(=O)c1ccc2ccccc2c1 in GLD-1 RNA inh is listed with -6
CCOC(=O)c1ccc(CNCc2ccc(C)cc2)cc1 in Fam108B inh is listed with 1

Bioassay records (PubChem BioAssay)
